Epigenetic reg – epigenetic control regulation, reporter derepression | Potency, µM (doses to about 53.9 µM), inactives show top-dose GFP activation, hits mostly activators | actives 0.2% (n = 280,000) | murine LDR cells, GFP reporter derepression, 30 h; note: potency is the fitted concentration of half-maximal effect; % of control where 0% means no effect; nearly all actives have a fitted effect of over 60% in size
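Readout is the number of GFP-expressing murine LDR cells, counted by cytometry following washing. Cells were treated with compound for 30 h at 37 C; the stably integrated CMV-GFP locus is normally silent.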
IMPase Li inh – cell-permeable IMPase inhibitors with lithium potentiation; CHO-M1 cells, IP1 TR-FRET (IP-One), carbachol + lithium; Potency, µM (highest dose often 59.4 µM), without a hit: at the top dose activity, negative = IMPase inhibition, actives largely listed as inhibitors; actives 0.35% (n = 210,000); AID 1457;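 note: IP1 builds up when IMPase is blocked and the TR-FRET signal falls; potency is the fitted concentration of half-maximal effect; plate controls were basal vehicle for no effect and high inhibitor control for full effect; nearly all actives have a fitted effect of over 50% in size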
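Concentration–response in CHO-M1 cells, lithium-potentiated; 30 min at 37C. IP1 detected by competitive TR-FRET after 10 min lysis at RT. Hill-fitted AC50.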
NPSR antagonist – antagonists of human neuropeptide S receptor cAMP signaling. Q6W5P4. CHO-NPSR cells, cAMP TR-FRET, antagonist mode. Potency, µM (doses to about 38.3 µM), inactives show at the top dose activity change, negative = inhibition, usual class: inhibitors. actives 1% (n = 220,000); note: potency is the fitted concentration of half-maximal effect; % is set by controls: 0 for no effect and ±100 for the full control effect; nearly all actives have a fitted effect of over 50% in size; many of its hits are not listed in these tables
Target sequence (Q6W5P4 whole entry, looked up): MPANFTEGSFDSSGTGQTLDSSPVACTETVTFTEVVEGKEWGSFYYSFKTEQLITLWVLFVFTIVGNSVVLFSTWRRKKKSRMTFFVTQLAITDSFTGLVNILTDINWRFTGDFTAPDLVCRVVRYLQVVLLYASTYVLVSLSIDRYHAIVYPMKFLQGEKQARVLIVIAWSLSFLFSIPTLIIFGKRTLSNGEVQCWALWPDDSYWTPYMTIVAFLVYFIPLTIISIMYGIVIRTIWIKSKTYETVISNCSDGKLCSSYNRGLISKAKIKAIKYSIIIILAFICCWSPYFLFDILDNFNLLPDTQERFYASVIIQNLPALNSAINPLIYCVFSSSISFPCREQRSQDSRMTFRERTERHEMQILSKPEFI
KinaseGlo FLuc – Kinase-Glo luciferase inhibition (counter-screen). Kinase-Glo luciferase, ATP luminescence, 8 min. Potency, µM (series often up to 38.3 µM), inactives show top-dose activity change, negative = inhibition, hits mostly inhibitors. actives 0.28% (n = 200,000). AID 1379; note: potency is the fitted concentration of half-maximal effect; % is set by controls: 0 for no effect and ±100 for the full control effect; nearly all actives have a fitted effect of over 60% in size
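Compounds were added to a substrate mix at pH 7.2 (50 mM imidazole, 10 uM ATP, within the enzyme's linear range), followed by Kinase-Glo detection reagent; luminescence was measured after 8 minutes at ambient temperature.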
HTT aggregate – reduces HttQ103-GFP aggregates in PC12 cells; PC12 HttQ103-GFP aggregates, Acumen cytometry, 40 h; Potency, µM (top dose mostly 46.1 µM), inactives show top-dose activity change, negative = inhibition, most hits filed as inhibitors; actives 1.1% (n = 220,000); note: potency is the fitted concentration of half-maximal effect; % is set by controls: 0 for no effect and ±100 for the full control effect; nearly all actives have a fitted effect of over 60% in size
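PC12/HTTQ103-GFP, ecdysone-inducible; teb 100 nM; cpd qHTS titration; GFP aggregates read on laser cytometer, Ex 488/Em 500-530 nm.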
Lamin A splicing – LMNA splicing modulation; HeLa LMNA splicing GFP/RFP minigene ratio, 48 h; Potency, µM (series often up to 46.1 µM), inactives show at the highest dose ratio change, negative = inhibition, actives largely listed as inhibitors; actives 0.01% (n = 200,000); AID 1487; active = well fitted inhibition curve with a large enough effect in the signal ratio, with a control signal flat, not every such curve was filed as active; inconclusive = small, poorly fitted or top-dose-only effect, or effect the other way, or a change in a side signal; the % refers to the signal ratio; note: potency is the fitted concentration of half-maximal effect; % is set by controls: 0 for no effect and ±100 for the full control effect
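S3 HeLa stable clones carrying a lamin A-EGFP splicing minigene plus DsRed2 were seeded at 600 cells/well in Opti-MEM with 2% FBS, pin-dosed and incubated 48 h at 37°C. Acumen cytometry (488 nm) gave the GFP/RFP total-intensity ratio.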
CBFb RUNX1 block – blocks binding between human CBF-beta and RUNX1 | Potency, µM (top dose mostly 59.8 µM), for inactives: at the top dose activity, negative = inhibition, hits mostly inhibitors | AlphaScreen CBFb-His/RUNX1-biotin binding, biochemical | 230,000 tested, under 10 active; note: % of control where 0% means no effect
Target sequence (Q01196 whole entry, looked up): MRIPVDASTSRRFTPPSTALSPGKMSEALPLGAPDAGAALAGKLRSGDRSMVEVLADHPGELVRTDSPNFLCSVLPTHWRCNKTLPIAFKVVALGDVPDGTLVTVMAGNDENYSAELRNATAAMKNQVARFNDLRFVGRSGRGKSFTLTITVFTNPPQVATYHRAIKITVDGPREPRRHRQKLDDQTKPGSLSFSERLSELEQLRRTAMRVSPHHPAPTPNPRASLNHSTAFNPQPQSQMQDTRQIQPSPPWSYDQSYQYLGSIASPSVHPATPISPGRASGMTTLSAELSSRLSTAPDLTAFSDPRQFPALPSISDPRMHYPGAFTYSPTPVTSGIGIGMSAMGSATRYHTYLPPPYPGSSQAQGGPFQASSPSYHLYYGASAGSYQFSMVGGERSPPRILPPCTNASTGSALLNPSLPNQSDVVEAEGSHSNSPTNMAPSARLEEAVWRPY
Target sequence (Q13951 whole entry, looked up): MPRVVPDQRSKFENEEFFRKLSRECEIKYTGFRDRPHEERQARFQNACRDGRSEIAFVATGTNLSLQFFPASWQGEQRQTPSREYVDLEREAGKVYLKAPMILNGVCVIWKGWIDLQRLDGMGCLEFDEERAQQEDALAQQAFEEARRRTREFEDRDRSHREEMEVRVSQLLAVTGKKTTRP
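Inhibition was taken as any reduction in AlphaScreen signal from the CBF-beta–RUNX1 pair (His and biotin tags, 30 nM each), measured after compound (15 min) and bead (90 min) incubations at room temperature.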
The depositor's hits bear a star; & = joins results of further samples; [ ] = remark or other dose. Unless noted, calls come from the whole dose curve; as a rule, active = well fitted curve in the direction sought with a large enough effect; inconclusive = small, poorly fitted or top-dose-only effect, or another doubt; inactive = no such curve, though single readings can be large; an effect the other way counts as inactive or inconclusive. Not all compounds are listed (hit frequency here may not be typical).

Results for COc1cc2ccccc2cc1C(=O)NC(=S)Nc1cccc(C(=O)O)c1C ?
Epigenetic reg: -1.1%; NPSR antagonist: -28%; HTT aggregate: -9%[9.22 µM]; CBFb RUNX1 block: 7%

Results for CCOC(=O)NC(=O)/C(C#N)=C\Nc1ccc(Cl)cc1Cl ?
Epigenetic reg: -2.1%; IMPase Li inh: 14%; NPSR antagonist: -3%; KinaseGlo FLuc: -1%; HTT aggregate: -12%; Lamin A splicing: -11%[46 µM]; CBFb RUNX1 block: 12%

What do the screens show for `CCOC(=O)N1CCC(N2Cc3cccc(C(=O)N4CC(C)CC(C)C4)c3C2=O)CC1` (stereo not drawn)?
Epigenetic reg: 0.9%; IMPase Li inh: 2%; NPSR antagonist: 5%; KinaseGlo FLuc: -5%; HTT aggregate: 0%; Lamin A splicing: 4%; CBFb RUNX1 block: 4%

Results for CCCCC(=O)N1CCCC(c2nc3c(nnn3Cc3cc(C)ccc3C)c(=O)[nH]2)C1 (stereo not drawn) ?
Epigenetic reg: -3.2%; IMPase Li inh: 7%[38.3 µM]; NPSR antagonist: -9%[7.67 µM]; KinaseGlo FLuc: -4%; HTT aggregate: 13%; Lamin A splicing: 5%; CBFb RUNX1 block: 1%

What do the screens show for `Cc1noc(NS(=O)(=O)c2ccc(N/C=C/C(=O)c3ccc4c(c3)OCO4)cc2)c1C`?
Epigenetic reg: 2.8%; IMPase Li inh: -13%[38.3 µM]; NPSR antagonist: -20%[46.1 µM]; KinaseGlo FLuc: 1%; HTT aggregate: 18%; Lamin A splicing: -1%; CBFb RUNX1 block: -8%

How did Nc1ccc(-c2ccc3ccccc3n2)cc1 do in these assays?
Epigenetic reg: -1.2%; IMPase Li inh: -20%; NPSR antagonist: 13%[46.1 µM]; KinaseGlo FLuc: -13%; Lamin A splicing: inconclusive; CBFb RUNX1 block: 26%&-11%

What do the screens show for `S=c1[nH]nc(CSc2nc3ccccc3s2)o1`?
Epigenetic reg: 3.0%; IMPase Li inh: -6%[38.3 µM]; NPSR antagonist: -6%[46.1 µM]; KinaseGlo FLuc: -1%; HTT aggregate: -12%; Lamin A splicing: 4%; CBFb RUNX1 block: 0%

How did Cc1nccn1S(=O)(=O)c1ccc(Br)cc1Br do in these assays?
Epigenetic reg: 2.2%; IMPase Li inh: 0%[38.3 µM]; NPSR antagonist: 5%[46.1 µM]; KinaseGlo FLuc: -3%; HTT aggregate: 4%; Lamin A splicing: 7%; CBFb RUNX1 block: -6%

What do the screens show for `CCOCCn1c(SC(C)C(C)=O)nc2c1c(=O)[nH]c(=O)n2C` (stereo not drawn)?
Epigenetic reg: 2.4%; NPSR antagonist: 18%; HTT aggregate: -5%[9.22 µM]; CBFb RUNX1 block: -1%

Results for Cc1nnc(-n2cnc3ccccc32)c2ccccc12 ?
Epigenetic reg: 0.9%; IMPase Li inh: 33%[38.3 µM]; NPSR antagonist: -3%[46.1 µM]; KinaseGlo FLuc: -2%; HTT aggregate: 8%; Lamin A splicing: 5%; CBFb RUNX1 block: 12%

What do the screens show for `COc1ccc(/C=N/Nc2nc(=O)[nH]nc2C)cc1[N+](=O)[O-]`?
Epigenetic reg: -2.1%; IMPase Li inh: 3%; NPSR antagonist: 2%; KinaseGlo FLuc: -26%; HTT aggregate: 6%; Lamin A splicing: -10%; CBFb RUNX1 block: 5%

What do the screens show for `COc1cc(Cl)cc2c1Sc1ccccc1/C2=C/CCN(C)C`?
Epigenetic reg: -1.0%; IMPase Li inh: 25%; NPSR antagonist: 2%[46.1 µM]; KinaseGlo FLuc: -1%; HTT aggregate: -39%; Lamin A splicing: -8%; CBFb RUNX1 block: 3%

How did Cc1ccsc1C1C(C#N)=C(N)OC2=C1C(=O)CC(C)C2 (stereo not drawn) do in these assays?
Epigenetic reg: 1.2%; IMPase Li inh: -2%; NPSR antagonist: 1%; KinaseGlo FLuc: 0%; HTT aggregate: -5%; CBFb RUNX1 block: 3%

Results for O=C(Nc1ccc2c(c1)OCO2)c1ccc2nc[nH]c2c1 ?
Epigenetic reg: 0.0%; IMPase Li inh: 22%[38.3 µM]; NPSR antagonist: -14%[46.1 µM]; KinaseGlo FLuc: -7%; HTT aggregate: -13%; Lamin A splicing: 0%; CBFb RUNX1 block: -7%

What do the screens show for `CC1CCC/C(=N\NC(=O)c2ccncc2)C1` (stereo not drawn)?
Epigenetic reg: 2.1%; IMPase Li inh: -5%; NPSR antagonist: 4%; KinaseGlo FLuc: 0%; HTT aggregate: -4%; Lamin A splicing: 3%; CBFb RUNX1 block: 6%

What do the screens show for `CCc1ccccc1NC1c2ccccc2C(=O)N1c1cc(C)ccn1` (stereo not drawn)?
Epigenetic reg: 2.0%; IMPase Li inh: 9%; NPSR antagonist: inconclusive; KinaseGlo FLuc: 2%; HTT aggregate: -13%; Lamin A splicing: 0%; CBFb RUNX1 block: 0%

How did Cc1ccc(-c2nn(-c3ccccc3)cc2C(=O)N2CCOCC2)cc1 do in these assays?
Epigenetic reg: 1.5%; IMPase Li inh: 4%[38.3 µM]; NPSR antagonist: 2%[7.67 µM]; KinaseGlo FLuc: -1%; HTT aggregate: 2%; Lamin A splicing: 0%; CBFb RUNX1 block: -1%

Results for COc1ccc(CN(C2CCCC2)S(=O)(=O)c2ccc(-n3cnnn3)c(OC)c2)cc1OC ?
Epigenetic reg: -2.2%; IMPase Li inh: 18%; NPSR antagonist: inconclusive; KinaseGlo FLuc: 6%; HTT aggregate: -18%; Lamin A splicing: inconclusive; CBFb RUNX1 block: 4%

Results for O=C(CSc1ncccn1)N1CCC(Cc2ccccc2)CC1 ?
Epigenetic reg: -1.5%; IMPase Li inh: 0%; NPSR antagonist: 11%; KinaseGlo FLuc: 1%; HTT aggregate: -24%; Lamin A splicing: -10%[46 µM]; CBFb RUNX1 block: -4%

What do the screens show for `COc1ccc(C(=O)Nc2ccccc2C(=O)N/N=C/c2cccc3ccccc23)cc1`?
Epigenetic reg: -0.9%; IMPase Li inh: -2%[38.3 µM]; NPSR antagonist: -8%[46.1 µM]; KinaseGlo FLuc: 5µM*; HTT aggregate: -11%; Lamin A splicing: 11%; CBFb RUNX1 block: -10%

What do the screens show for `CC(C)CCNc1nc2c(c(=O)[nH]c(=O)n2C)n1CC(O)COC(C)C` (stereo not drawn)?
Epigenetic reg: 0.9%; IMPase Li inh: 27%[38.3 µM]; NPSR antagonist: 0%[46.1 µM]; KinaseGlo FLuc: -1%; HTT aggregate: -18%; Lamin A splicing: 7%; CBFb RUNX1 block: 11%

How did CCN(Cc1ccccc1)Cc1c(C)[nH]c2c(C)c(C)ccc2c1=O do in these assays?
Epigenetic reg: 0.0%; IMPase Li inh: 32%[activator][38.3 µM]; NPSR antagonist: 4%[46.1 µM]; KinaseGlo FLuc: -1%; HTT aggregate: 9%; Lamin A splicing: 0%; CBFb RUNX1 block: 7%

Results for O=C(NC(=S)NNC(=O)c1cccs1)c1ccco1 ?
Epigenetic reg: 0.8%; IMPase Li inh: -7%[38.3 µM]; NPSR antagonist: -6%[46.1 µM]; KinaseGlo FLuc: -1%; HTT aggregate: 11µM*; Lamin A splicing: 0%; CBFb RUNX1 block: -4%

What do the screens show for `C=CCOC(=O)C1=C[C@@H](c2ccc(Br)cc2)[C@H](CCCO)[C@@H](OCC)O1`?
Epigenetic reg: -3.1%; IMPase Li inh: 6%; NPSR antagonist: inconclusive; HTT aggregate: -4%[9.22 µM]; CBFb RUNX1 block: 7%

Results for COc1ccc(NC(=O)COC(=O)Cc2c(F)cccc2Cl)cc1OC ?
Epigenetic reg: 1.3%; IMPase Li inh: 8%; NPSR antagonist: 11%; KinaseGlo FLuc: 1%; HTT aggregate: 4%; CBFb RUNX1 block: 17%

What do the screens show for `Cc1c(Cl)cccc1NC(=O)CNC(=O)c1ccccc1F`?
Epigenetic reg: -1.0%; IMPase Li inh: 6%; NPSR antagonist: 12%; KinaseGlo FLuc: -1%; HTT aggregate: -19%; Lamin A splicing: 1%; CBFb RUNX1 block: 1%

Results for C=CCNS(=O)(=O)c1ccc(OC)c(C)c1 ?
Epigenetic reg: -1.0%; IMPase Li inh: 14%[38.3 µM]; NPSR antagonist: -8%[46.1 µM]; KinaseGlo FLuc: 4%; HTT aggregate: 1%; Lamin A splicing: -1%; CBFb RUNX1 block: 8%

What do the screens show for `CCOC(=O)C1=C(O)/C(=C\c2cc(C)n(-c3ccc(F)cc3)c2C)N=C1C`?
Epigenetic reg: 1.7%; IMPase Li inh: -8%; NPSR antagonist: -8%; KinaseGlo FLuc: -5%; HTT aggregate: -4%; CBFb RUNX1 block: -2%

What do the screens show for `O=C(CN1C(=O)NC2(CCCC2)C1=O)OCc1cc(=O)n2cc(Br)ccc2n1`?
Epigenetic reg: 4.9%; NPSR antagonist: inconclusive; HTT aggregate: 19%[9.22 µM]; CBFb RUNX1 block: -12%

What do the screens show for `COc1ccc(N2CCN(C(=O)CN(CCc3ccccc3)S(C)(=O)=O)CC2)cc1`?
Epigenetic reg: -2.9%; IMPase Li inh: 37%[38.3 µM]; NPSR antagonist: -7%[46.1 µM]; KinaseGlo FLuc: -2%; HTT aggregate: -45%; Lamin A splicing: inconclusive; CBFb RUNX1 block: -1%

How did Cc1ccc(C#N)c(SCc2ccccc2F)n1 do in these assays?
Epigenetic reg: 1.1%; NPSR antagonist: 4%; HTT aggregate: 16%[9.22 µM]; CBFb RUNX1 block: inconclusive

What do the screens show for `CN(Cc1nc(CC2CC2)no1)CC12CC3CC(CC(C3)C1)C2`?
Epigenetic reg: 5.2%; IMPase Li inh: 2%; NPSR antagonist: 21%; KinaseGlo FLuc: -2%; HTT aggregate: 8%[9.22 µM]; CBFb RUNX1 block: 5%

What do the screens show for `COc1ccc2c(CC(=O)Nc3ccc(OC)c(NS(=O)(=O)c4ccc(F)cc4)c3)coc2c1`?
Epigenetic reg: -13%; IMPase Li inh: 11%[38.3 µM]; NPSR antagonist: inconclusive; KinaseGlo FLuc: 1%; HTT aggregate: 7%; Lamin A splicing: inconclusive; CBFb RUNX1 block: 8%

Source: PubChem
